NS5 inhibitors = Dengue-2 NS5 methyltransferase inhibitors, primary screen, biochemical, confirmation dose response (AID 588689) | Dengue-2 NS5 methyltransferase capping enzyme assay, biochemical; higher % means a stronger effect | inhibition, % at 25 µM, or IC50 in µM where a hit was titrated | 340,000 tested, 0.3% active; in the data active means a potency from the dose series; inconclusive means inhibition above about 29% without an active follow-up result
Salmonella PhoP GFP = inhibitors of PhoP regulon expression, primary screen, Salmonella Typhimurium, GFP reporter (AID 1863); inhibition, % at 50 µM, or IC50 in µM where a hit was titrated; S. Typhimurium PhoP-regulated promoter GFP reporter, 4 h; higher % means a stronger effect; 300,000 tested, 0.16% active;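 active means inhibition over 29.93%, a cutoff 3 SD above the screen mean, later confirmed by dose response; inconclusive means inhibition over 29.93% but no dose response follow-up; inactive means inhibition at most 29.93% or unconfirmed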;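 further: 0% = low Mg2+ inducing control and 100% = high Mg2+ repressing control; strong numbers were not always called active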
MgcRacGAP inhibition = MgcRacGAP GTPase-activating activity inhibitors, confirmation, biochemical, ADP Hunter fluorescence. MgcRacGAP-stimulated Rac1 GTP hydrolysis, ADP Hunter fluorescence; higher % means a stronger effect; GST-tagged Rac1 F28L mutant substrate. inhibition, % at 30 µM, or IC50 in µM where a hit was titrated. 340,000 tested, 0.6% active;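 active means first-screen hits whose inhibition reached a set limit at any dose in the follow-up dose series; inconclusive means inhibition above the set first-screen limit but never retested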;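 further: fluorescence reports GDP produced by GAP-driven GTP hydrolysis; strong numbers were not always called active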
West Nile virus CPE = West Nile virus antiviral activity, cell-based, CPE readout (AID 1621). West Nile virus-infected cells, CPE inhibition; higher % means a stronger effect. CPE inhibition, % at 10 µM, or IC50 in µM where a hit was titrated. 290,000 tested, 0.02% active; in the data active means a potency from the dose series; inconclusive means CPE inhibition mostly from about 3.7% at the one dose, without a potency; inactive means the rest, 99 in 100 with CPE inhibition below about 2.2%; further: strong numbers were not always called active
RSV CPE inhibition = RSV antiviral activity via CPE protection, HEp-2 cells, primary 10 µM value included (AID 2391); HEp-2 cells, RSV-induced CPE inhibition; higher % means a stronger effect; CPE inhibition, % at 10 µM, or IC50 in µM where a hit was titrated; 310,000 tested, 0.13% active; in the data active means a potency from the dose series; inconclusive means CPE inhibition mostly from about 23% at the one dose, without a potency; inactive means the rest, 99 in 100 with CPE inhibition below about 21%; further: strong numbers were not always called active
CSM14.1 death rescue = protection against thapsigargin-triggered cell killing – 384-well, CSM14.1, ATP luminescence, primary screen (AID 1222). 190,000 tested, under 10 active. CSM14.1 thapsigargin-induced death rescue, ATP luminescence; higher % means a stronger effect. one-dose cellular ATP content (survival), % at 20 µM; EC50 in µM for titrated hits;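 active means EC50 below 50 µM in the dose-response confirmation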;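 further: death triggered by thapsigargin at about 15 µM added after 2 h compound pretreatment; cell ATP read after overnight thapsigargin exposure of roughly 18 to 22 hours; normalized against plate controls of thapsigargin alone and 5% DMSO vehicle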
GPR35 arrestin U2OS = inhibition of zaprinast-stimulated GPR35 beta-arrestin translocation – imaging, U2OS, beta-arrestin-GFP, zaprinast agonist, primary screen (AID 2058); U2OS GPR35 beta-arrestin-GFP translocation imaging, zaprinast antagonism; higher % means a stronger effect; 290,000 tested, 0.052% active; inhibition, % at 10 µM; hits with a dose series show IC50 in µM;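 active means inhibition of at least 50% with at least 30 cells and total cytoplasm GFP at most 10,000,000; inconclusive means under 30 cells or total GFP of 10,000,000 plus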
LYP phosphatase = PTPN22 lymphoid phosphatase activity blockers – biochemical, fluorescence intensity, uHTS (AID 1779); inhibition, % at 11.5 µM, or IC50 in µM where a hit was titrated; recombinant LYP phosphatase, fluorescence intensity; higher % means a stronger effect; 290,000 tested, 0.054% active; in the data active means inhibition above about 50%;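 further: plate controls were vehicle with enzyme for no effect and no enzyme for full effect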
Large T inhibition = SV40 large T antigen inhibitors, biochemical (AID 1903). SV40 large T antigen ATPase/helicase inhibition assay; higher % means a stronger effect. inhibition, % at 20 µM, or IC50 in µM where a hit was titrated. 310,000 tested, 0.39% active; in the data active means a potency from the dose series; inconclusive means inhibition mostly from about 32% at the one dose, without a potency; inactive means the rest, 99 in 100 with inhibition below about 32%; further: strong numbers were not always called active
NS5 inhibitors pilot replicate = also measured in NS5 inhibitors; calls as there; inhibition, %; measured here: pilot screen replicate inhibition
The depositor's hits bear a star; ? = inconclusive; nt = not tested or not shown.

SMILES	NS5 inhibitors	Salmonella PhoP GFP	MgcRacGAP inhibition	West Nile virus CPE	RSV CPE inhibition	CSM14.1 death rescue	GPR35 arrestin U2OS	LYP phosphatase	Large T inhibition	others
C#CCOCCOCCOCCNc1nc(N2CCN(C(=O)[C@H](C(C)C)n3cc(CCO)nn3)CC2)nc(N2CCN(C(=O)[C@H]([C@@H](C)CC)n3cc(CCCN=C(N)N)nn3)CC2)n1	2%	3%	10%	-0.2%	-1.0%	-1.0%	7%	-7%	5%
Cc1nn(Cc2ccccc2)c(C)c1NC(=O)c1cc(-c2ccco2)on1	-6%	-7%	4%	0.6%	1.0%	-1.0%	3%	1%	10%
COc1ccc(O)c(N)c1	nt	2%	nt	0.4%	nt	-4.0%	5%	-1%	12%
CCCCCCn1c(CN2CCN(C)CC2)nc2c1c(=O)n(C)c(=O)n2C	-3%	-1%	0%	0.4%	0.2%	-2.3%	-21%	-12%	4%
CC(C)C(OC(=O)c1nsc(Cl)c1Cl)C(=O)NCc1ccccc1 (stereo not drawn)	-7%	-5%	6%	-0.1%	1.0%	nt	11%	-7%	13%
O=C(COC(=O)c1ccc(Br)c(S(=O)(=O)N2CCOCC2)c1)NCC1CCCO1 (stereo not drawn)	-6%	8%	12%	0.6%	-0.4%	2.0%	6%	-4%	11%
O=S(=O)(Nc1ncn[nH]1)c1ccc(Cl)cc1	-1%	-5%	5%	nt	1.4%	-1.9%	-9%	0%	1%
O=C(Nc1nnc(CSCc2ccc(F)cc2)s1)c1ccc([N+](=O)[O-])cc1	6%	-3%	7%	-0.9%	9.7%	-2.2%	-4%	-5%	6%
O=C(c1cccc2ccccc12)N1CCN=C1SCc1ccc([N+](=O)[O-])cc1	-12%	4%	13%	-0.6%	14%	5.0%	3%	6%	4%
CC(C)N(Cc1nnc(-c2ccc(Cl)cc2)o1)C(=O)C1=COCCO1	-1%	-1%	5%	nt	1.2%	nt	nt	nt	6%
COCCCNC(=O)[C@H](Cc1c[nH]c2ccccc12)NC(=O)OCc1ccccc1	0%	4%	7%	-0.9%	-0.3%	nt	-5%	-10%	7%
c1ccc(Cc2nnc(N3CCCCC3)c3ccccc23)cc1	0%	-2%	5%	-0.9%	5.4%	0.2%	-18%	6%	13%
COCC(C)NC(=O)C1CC(c2cccc(Br)c2)=NO1 (stereo not drawn)	2%	13%	-1%	0.0%	1.0%	-0.3%	12%	-3%	-1%
CCn1c(C)nc2cc(C(=O)N/N=C/c3ccccc3C)ccc21	nt	-5%	4%	-0.2%	2.8%	-0.6%	-6%	2%	4%
FC(F)(F)c1nnc2n1N=C(c1ccccc1)CS2	-5%	4%	4%	-0.5%	?	nt	6%	-6%	11%
CC(C)(O)c1[nH]c2cc(C(F)(F)F)ccc2c1C(C)(C)O	-6%	-9%	7%	-0.7%	14%	nt	4%	-10%	7%
CC(C)CNC(=O)NC(=O)COc1c(F)c(F)cc(F)c1F	-2%	4%	-8%	0.2%	0.4%	-0.8%	7%	-2%	9%
CC(C)c1ncc(C(O)c2ccccc2)n1C (stereo not drawn)	9%	0%	12%	0.2%	nt	nt	9%	0%	9%
COc1ccc(OCC(=O)C2CC2)c(C#N)c1	-4%	-12%	-7%	0.0%	1.8%	nt	14%	-6%	11%
COc1ccccc1/C=C/C(=O)Nc1cccc(C(C)=O)c1	9%	-10%	-10%	-0.4%	11%	1.5%	20%	-2%	0%

Among those listed so far, 2 have bromine.
SMILES	NS5 inhibitors	Salmonella PhoP GFP	MgcRacGAP inhibition	West Nile virus CPE	RSV CPE inhibition	CSM14.1 death rescue	GPR35 arrestin U2OS	LYP phosphatase	Large T inhibition	others
O=C(COC(=O)c1ccc(Br)c(S(=O)(=O)N2CCOCC2)c1)NCC1CCCO1 (stereo not drawn)	-6%	8%	12%	0.6%	-0.4%	2.0%	6%	-4%	11%
COCC(C)NC(=O)C1CC(c2cccc(Br)c2)=NO1 (stereo not drawn)	2%	13%	-1%	0.0%	1.0%	-0.3%	12%	-3%	-1%

The list continues:
SMILES	NS5 inhibitors	Salmonella PhoP GFP	MgcRacGAP inhibition	West Nile virus CPE	RSV CPE inhibition	CSM14.1 death rescue	GPR35 arrestin U2OS	LYP phosphatase	Large T inhibition	others
CCOc1ccc(NC(=O)CC2C(=O)N(c3ccc(OC)c(Cl)c3)C(=S)N2C2CC2)cc1 (stereo not drawn)	-9%	-1%	7%	0.2%	3.7%	nt	2%	3%	5%
Cc1cc(C)c(C(=O)CSc2nnc(N)s2)c(C)c1	-12%	4%	10%	0.3%	3.4%	-1.0%	7%	2%	4%
Cc1sc2nc(CSc3ccccc3)nc(N3CCC(C(N)=O)CC3)c2c1C	-5%	-7%	8%	nt	12%	0.2%	0%	1%	13%
O=C(CN1C(=O)NC2(CCOc3ccccc32)C1=O)Nc1ccc(F)c(F)c1F (stereo not drawn)	2%	-4%	-6%	-0.2%	2.0%	-0.9%	-16%	-5%	0%
Nc1ccc(NC(=O)c2ccco2)c(Cl)c1	nt	6%	5%	-0.2%	0.8%	0.4%	-11%	-5%	3%
COc1ccc(CN2CCNC(=O)C2CC(=O)N(C)Cc2nccn2C)cc1OC (stereo not drawn)	-8%	-6%	1%	0.2%	2.3%	0.2%	6%	-4%	-15%
COC(=O)c1cc2c(ccn2-c2ccc(F)cc2)n1CC(=O)OC(C)C	-17%	-6%	1%	-0.7%	1.4%	5.2%	3%	3%	0%
COc1ccc(-c2csc(=Nc3ccccc3)n2CCO)cc1	1%	6%	11%	-0.9%	1.3%	-1.3%	1%	-1%	24%
CCOc1ccc2nc(NC(=O)COC)sc2c1	-10%	-2%	9%	0.5%	0.0%	-3.7%	-10%	-7%	-2%
COc1ccc(C(=O)CSc2nnc(-c3ccoc3C)n2CC2CCCO2)cc1 (stereo not drawn)	-7%	-2%	2%	-0.8%	0.1%	4.3%	16%	-8%	7%
CCC(C)c1ccccc1NC(=O)c1[nH]c(C)c(C(C)=O)c1C (stereo not drawn)	-3%	-5%	6%	-0.3%	13%	nt	-4%	-8%	2%
COc1ccc(-n2ncc3c2CC(C)(C)CC3NC(=O)Cc2nonc2C)cc1 (stereo not drawn)	0%	-5%	nt	-0.2%	2.5%	nt	-13%	-12%	12%
Cc1nnc(SCCCn2c(N3CCN(c4ccccc4)CC3)nc3c2c(=O)[nH]c(=O)n3C)s1	-4%	-10%	3%	0.6%	1.8%	3.3%	6%	-3%	18%
CC(C)c1ccc(C(C(=O)NC2CCCC2)N(C(=O)CNC(=O)c2ccco2)c2cccnc2)cc1 (stereo not drawn)	nt	9%	1%	0.1%	0.1%	-2.1%	8%	-2%	14%
CCc1ccc(OCC(=O)NNC(=S)NC(=O)C2CCCCC2)c(Br)c1	-3%	1%	7%	-0.6%	0.9%	nt	8%	-3%	5%
NC(=O)C1CCCN(CC(O)COCc2ccc(Cl)cc2)C1 (stereo not drawn)	-6%	5%	17%	0.0%	-0.2%	nt	3%	-15%	-7%
CCN(CC)C(=O)Cn1c(=O)n(-c2ccccc2)c(=O)c2sccc21	-3%	7%	9%	1.3%	-0.2%	-14%	-10%	-14%	14%
Cc1ccc(NC(=O)CSc2n[nH]c(-c3ccncc3)n2)c(C)c1	4%	-2%	2%	-0.1%	1.2%	nt	-3%	-10%	-1%
O=C(Nc1ccccc1C(=O)O)c1ccc(Br)o1	-4%	-10%	-4%	0.4%	0.2%	0.6%	2%	-6%	0%
O=C(CSc1nnc(Cc2ccccc2)o1)c1ccc(F)cc1	0%	-8%	8%	?	1.7%	nt	2%	-8%	10%
CCOC(=O)CNC(=O)N1CCCC(C(=O)c2cc(C)c(OC)c(C)c2)C1 (stereo not drawn)	5%	2%	11%	-0.5%	1.4%	nt	8%	-11%	4%	NS5 inhibitors pilot replicate=0.0
COc1ccc(-n2c(SCCNCCO)nc3sc4c(c3c2=O)CCCC4)cc1	-3%	0%	7%	-0.5%	0.1%	nt	17%	-16%	9%
CCn1c(Cn2nnc(-c3ccccc3)n2)nnc1SCC(=O)Nc1cccc(C)c1C	-1%	-4%	4%	-1.5%	-0.1%	1.8%	3%	-10%	11%
O=C(NCC1CCN(Cc2ccccc2F)CC1)Nc1ccccc1F	-4%	1%	8%	-0.8%	0.1%	nt	5%	-6%	6%
COc1nc(C)ccc1-c1noc(-c2ccco2)n1	-5%	-3%	9%	-0.2%	0.2%	nt	5%	0%	4%
Cc1ccc(OCc2ccc([N+](=O)[O-])cc2)c([N+](=O)[O-])n1	3%	-5%	5%	-0.7%	5.0%	nt	-5%	-6%	6%
O=C(NC1CCCCC1)C(c1ccc(F)cc1)N(C(=O)c1cccs1)c1ccc2c(c1)OCO2 (stereo not drawn)	-3%	-23%	4%	-0.6%	1.7%	1.3%	11%	-5%	12%
COC(=O)c1ccc(CN2CCC(Oc3cccc(C(=O)N4CCOCC4)c3)CC2)cc1	-3%	-6%	6%	-1.0%	0.0%	nt	-6%	-13%	5%
Cc1c(Cl)cccc1-n1c(SCC(=O)NCc2cccs2)nnc1-c1ccncc1	5%	-9%	13%	-0.5%	1.8%	-1.9%	9%	-6%	13%
N#Cc1c(NC(=S)NC(=O)c2ccccc2)sc2c1CCN(CCc1ccccc1)C2	nt	4%	nt	0.8%	12%	4.1%	23%	-16%	8%
CCCn1c(-c2ccc(OC)cc2)nc2c(=O)n(C)c(=O)[nH]c21	-3%	-2%	2%	0.3%	1.5%	-0.8%	-2%	-10%	17%
CC1(C)C2CC=C(/C=N/NC(=O)c3ccc(O)cc3)C1C2 (stereo not drawn)	2%	7%	12%	-0.6%	1.8%	-1.2%	-10%	3%	6%
O=C(CCn1cccc1)NCCc1ccc(Cl)cc1	-4%	-4%	11%	0.0%	0.8%	1.2%	3%	-1%	2%
COc1cccc(CNC(=O)C2CCN(S(=O)(=O)c3cccc4nonc34)CC2)c1	0%	0%	-1%	-0.8%	1.3%	nt	6%	-8%	-3%
C#CCOCCOCCOCCNc1nc(N2CCN(C(=O)CCCCCCCCCCNC(=O)Cn3cc(CCCCCN)nn3)CC2)nc(N2CCN(C(=O)CCCCCCCCCCNC(=O)[C@H](CO)n3cc(CCCCCN)nn3)CC2)n1	-5%	8%	?	nt	2.1%	nt	nt	nt	21%
CCC(C)(NC(=O)c1ccc2c(c1)OCO2)C(=O)NC1CCCCC1 (stereo not drawn)	0%	2%	0%	-0.8%	3.3%	-1.7%	-11%	0%	6%
COc1ccc(CNC(=O)CN2C(=O)C3C4C=CC(C4)C3C2=O)cc1 (stereo not drawn)	-9%	-5%	8%	1.0%	1.3%	-0.5%	6%	-9%	-3%
CCCC(=O)Nc1ccc(C2C(=O)c3ccccc3C2=O)cc1	-3%	-3%	30%	-0.2%	3.0%	nt	-6%	-2%	31%
